KCNQ2 block = KCNQ2 potassium channel inhibitors, primary screen, cell-based, CHO-K1, FluxOR thallium flux, B-score (AID 2156); O88943; B-score at 10 µM; 1.1% of 310,000 active; 20 min; hits give low values;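 active means fluorescence ratio B-score at most minus 3 library SDs, with starting brightness B-score within 2 library SDs, cut at about -5.5 in these data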
Target sequence (O88943 whole entry, looked up): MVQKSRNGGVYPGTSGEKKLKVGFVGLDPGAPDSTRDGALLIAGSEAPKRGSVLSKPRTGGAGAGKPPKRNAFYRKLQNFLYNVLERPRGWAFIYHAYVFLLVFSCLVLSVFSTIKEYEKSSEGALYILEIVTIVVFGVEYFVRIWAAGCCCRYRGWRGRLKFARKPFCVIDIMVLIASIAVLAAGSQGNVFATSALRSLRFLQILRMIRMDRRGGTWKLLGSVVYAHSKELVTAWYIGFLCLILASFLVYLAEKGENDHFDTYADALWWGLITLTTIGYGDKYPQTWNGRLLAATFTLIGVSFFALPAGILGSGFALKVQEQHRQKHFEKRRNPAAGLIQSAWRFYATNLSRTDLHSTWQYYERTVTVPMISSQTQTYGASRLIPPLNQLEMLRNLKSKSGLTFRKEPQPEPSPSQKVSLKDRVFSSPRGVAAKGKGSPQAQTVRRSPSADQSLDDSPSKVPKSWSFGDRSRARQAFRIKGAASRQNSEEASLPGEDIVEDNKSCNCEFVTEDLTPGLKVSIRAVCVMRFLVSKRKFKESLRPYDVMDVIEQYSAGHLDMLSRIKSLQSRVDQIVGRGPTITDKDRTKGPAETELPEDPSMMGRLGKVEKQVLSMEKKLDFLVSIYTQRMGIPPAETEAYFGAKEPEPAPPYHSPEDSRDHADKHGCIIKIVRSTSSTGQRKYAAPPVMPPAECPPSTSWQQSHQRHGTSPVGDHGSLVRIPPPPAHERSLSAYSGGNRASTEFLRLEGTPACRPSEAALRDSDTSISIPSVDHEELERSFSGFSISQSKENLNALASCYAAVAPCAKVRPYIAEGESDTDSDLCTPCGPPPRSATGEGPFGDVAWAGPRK
CHT block = inhibits the human high affinity choline transporter; Q9GZV3; B-score at 10 µM; CHT-expressing cells, membrane potential dye, choline response; hits give low values; 0.86% of 310,000 active;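 active means B-score over 3 SD under the library average, and starting fluorescence ratio not unusually high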;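 further: choline stimulus applied at its EC90 after an EC20 pre-addition; B-score computed on integrated fluorescence ratio after choline addition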
Kir21 block = Kir2.1 (mouse) channel inhibition. B-score at 10 µM. 0.85% of 310,000 active. AID 1672. HEK293-Kir2.1, FluxOR thallium flux fluorescence; hits give low values;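 active means fluorescence ratio B-score at or below minus 3 SD of library scores, with starting-brightness B-score within 2 SD, cut at about -4.2 in these data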;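 further: channel flux triggered by added potassium and thallium sulfate stimulus; B-score of peak minus minimum fluorescence over baseline after thallium stimulus; more negative B-score means stronger Kir2.1 block with less thallium influx; some compounds called inactive have numbers as strong as hits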
Numbers without * were called inactive; i = inactive; . = not tested or not shown.

Values in the order – KCNQ2 block	CHT block	Kir21 block
CC(=O)Nc1c(OC(C)=O)ccc2c(C)cc(=O)oc12
→ i	i	0.25
CCOC(=O)C1=C(COC(=O)c2cccc(Br)c2)NC(=O)NC1C (stereo not given)
→ i	i	0.24
COc1ccc(C(C2C(=O)CC(C)(C)CC2=O)C2C(=O)CC(C)(C)CC2=O)cc1CO
→ i	i	1.6
COc1ccc(Cl)cc1NC(=S)NCc1ccco1
→ i	i	-1.3
O=C(N[C@@H](Cc1ccccc1)C(=O)OCC(=O)N1CCOCC1)c1cccs1
→ i	i	0.41
Cc1cc(NC(=S)Nc2cccnc2)ccc1Br
→ i	i	-0.05
c1ccc(N=Nc2cn[nH]c2-c2ccco2)cc1
→ i	.	-0.69
COc1ccc(OC)c(S(=O)(=O)Nc2ccc3c(c2)n(C)c(=O)n3C)c1
→ i	i	0.02
CCOC(=O)c1[nH]nc(-c2c(O)cc(C)cc2O)c1-c1csc(C)n1
→ i	i	-0.38
Cc1nn2c(nc1=O)SCC(c1ccccc1)=N2
→ i	i	0.75
CCC(C(=O)Nc1cc(C)on1)c1ccccc1 (stereo not given)
→ i	i	-0.74
COc1ccc(N(CC(=O)Nc2cc(Cl)ccc2C)S(=O)(=O)c2c(C)n[nH]c2C)cc1
→ i	i	1.9
O=Cc1c(NCCc2ccc(F)cc2)c2ccccc2[nH]c1=O
→ i	i	-0.06
NC(=O)CC(NC(=O)c1ccccc1)c1ccc(NCc2ccccn2)c([N+](=O)[O-])c1 (stereo not given)
→ i	i	-0.74
Cc1ccc(/C=N\NC(=O)c2csnn2)cc1
→ i	i	0.46
COc1ccc(NS(=O)(=O)c2cccc(C(=O)N/N=C/c3ccccn3)c2)cc1
→ i	i	0.1
CC(=O)OC(C[N+]1(C)CCCCCC1)c1ccccc1 (stereo not given)
→ i	i	-0.05
CS(=O)(=O)Cc1ccc(C(=O)NC2CCSc3ccccc32)cc1 (stereo not given)
→ i	i	-1.2
O=C(c1cnc(N2CCN(c3ncccn3)CC2)c2ccccc12)N1CCN(c2ccccn2)CC1
→ i	i	2.6
c1ccc(C2COC(c3cccs3)=N2)cc1 (stereo not given)
→ i	i	0.96
CC(C)c1nc2cc(C(=O)NC(C)c3cnn(C)c3)ccc2o1 (stereo not given)
→ i	i	-0.73
C=CCNc1nnc(Cc2ccc(F)cc2)c(=O)[nH]1
→ i	i	0.33
Cn1c(Cn2c(=O)sc3ccccc32)nnc1SCC(=O)NCc1ccc2c(c1)OCO2
→ i	i	-0.85
CS(=O)(=O)N(Cc1ccc(C(=O)NCCSCc2ccco2)cc1)c1ccccc1
→ i	i	-2.6
C=CCNC(=S)/N=c1/ccccn1C
→ i	i	-0.46
CC1=C(/C=C/C(=O)O)C(C)(C)CCC1
→ i	i	0.04
CC1(C)C(=O)OC(c2ccco2)C(C)(C)C1=O (stereo not given)
→ i	i	0.8
CCOc1ccc(S(=O)(=O)N2CCN(Cc3ccc4c(c3)OCO4)CC2)cc1OCC
→ i	i	-0.4
COc1ccc2cc3cc(C(=O)NCCCN4CCC(C)CC4)oc3nc2c1
→ i	i	0.02
O=C(O)/C=C/C(=O)NNC(=O)c1cc(-c2ccccc2)n[nH]1
→ i	i	-0.09
CCN(Cc1cc(=O)[nH]c2ccccc12)C(=O)c1ccc(C)cc1
→ i	i	0.42
CCOc1ccc(-n2c(=O)c3sccc3n(CC(=O)NCC3CCCO3)c2=O)cc1 (stereo not given)
→ i	i	-1.9
Cn1c(=O)c2c(ncn2CC(=O)N/N=C/C(Br)=C/c2ccccc2)n(C)c1=O
→ i	i	1.6
Cc1nc2ccc(Cl)cc2c(-c2ccccc2Cl)c1CC(=O)O
→ i	i	-1.8
O=Nc1ccc(NOC(=O)c2ccccc2)cc1
→ i	i	-0.23
O=S(=O)(c1ccc(N2CC=C(c3ccccc3)CC2)nc1)N1CCCC1
→ i	i	0.66
O=C(N/N=C/c1cccc2ccccc12)c1cccc(F)c1
→ i	i	1.6
Cc1ccc(C(=O)OCC(=O)NNC(=O)c2ccccc2)c(O)c1
→ i	i	1
COc1ccc(C(=O)N2CCCN(C)CC2)cc1S(=O)(=O)N1CCCc2ccccc21
→ i	i	0.12
COc1cccc(-c2cc(C(=O)Nc3cc(C)nn3-c3ccccc3)no2)c1
→ i	i	-0.65
COc1ccc(CCNC(=O)C(CC(C)C)NC(N)=O)cc1 (stereo not given)
→ i	i	-0.17
CCOc1ccc(OCC)c(NC(=O)C2CCN(S(=O)(=O)c3cccnc3)CC2)c1
→ i	i	2.3
COC(C(=O)N/N=C/c1ccc(OCC(=O)N2CCOCC2)cc1)c1ccccc1 (stereo not given)
→ i	i	-0.06
O=C(N/N=C/c1ccccn1)c1cccs1
→ i	i	-0.6
CCN(CC)C(=O)Cn1cc(SCC(=O)NCc2ccco2)c2ccccc21
→ i	i	2.1
O=C(OCC(=O)N1CCCc2ccccc21)C1CCN(S(=O)(=O)c2cccs2)CC1
→ i	i	0.02
O=C(N/N=C/c1cc([N+](=O)[O-])ccc1O)C1CC1
→ i	i	1.5
Cn1c(CNC(=O)C2CCCCC2)cc2cc(Cl)ccc21
→ i	i	-0.22
O=C(O)c1c(F)c(F)c(F)c(F)c1-c1ccc(Cl)cc1
→ i	i	1.2
O=C(CSC1=NCCS1)Nc1cccc(F)c1
→ i	i	-0.45

Carrying on.
Values in the order – KCNQ2 block	CHT block	Kir21 block
Cc1ccc(CNC(=O)[C@H](C)NC(=O)C2CCN(C(=O)[C@@H](N)CC(C)C)CC2)cc1
→ i	i	-1.3
CCOCCCNC(=O)c1ccc(NC(=O)C2CCCO2)cc1 (stereo not given)
→ i	i	0.53
CCn1c(-c2ccccn2)nc2cc(S(=O)(=O)N(C)C)ccc21
→ i	i	0.66
Cc1ccccc1-c1nnc(-c2ccccc2C)o1
→ i	i	-1.4
CN(C)S(=O)(=O)c1cc(NC(=O)COC(=O)Cc2ccc(Br)cc2)ccc1Cl
→ i	i	0
CCOc1ccc(/C=C2\SC(=S)N(C)C2=O)cc1OC
→ i	i	2.6
Cc1ccc(S(=O)(=O)N2CCN(C(=O)c3ccc(N4CCCCC4)c([N+](=O)[O-])c3)CC2)cc1
→ i	i	1.1
C[C@H](NS(=O)(=O)c1ccccc1F)C(=O)OCC(=O)N1CCc2ccccc21
→ i	i	-0.74
CCOc1ccc(OCC)c(S(=O)(=O)N2CCCCC2C)c1 (stereo not given)
→ i	i	-0.26
COCCCNC(=O)C1CCC(CNS(=O)(=O)c2ccc(C)cc2)CC1 (stereo not given)
→ i	i	1

Arranged by length of the SMILES (lowest first): some entries from above.
Values in the order – KCNQ2 block	CHT block	Kir21 block
Cc1ccccc1-c1nnc(-c2ccccc2C)o1
→ i	i	-1.4
CCOCCCNC(=O)c1ccc(NC(=O)C2CCCO2)cc1 (stereo not given)
→ i	i	0.53
CCOc1ccc(OCC)c(S(=O)(=O)N2CCCCC2C)c1 (stereo not given)
→ i	i	-0.26
COCCCNC(=O)C1CCC(CNS(=O)(=O)c2ccc(C)cc2)CC1 (stereo not given)
→ i	i	1
C[C@H](NS(=O)(=O)c1ccccc1F)C(=O)OCC(=O)N1CCc2ccccc21
→ i	i	-0.74
Cc1ccc(CNC(=O)[C@H](C)NC(=O)C2CCN(C(=O)[C@@H](N)CC(C)C)CC2)cc1
→ i	i	-1.3
Cc1ccc(S(=O)(=O)N2CCN(C(=O)c3ccc(N4CCCCC4)c([N+](=O)[O-])c3)CC2)cc1
→ i	i	1.1

Other results
Values in the order – KCNQ2 block	CHT block	Kir21 block
O=C(NCCN1CCN(c2ccc([N+](=O)[O-])cc2)CC1)NCc1ccccc1
→ i	i	-3.5
Cn1c(N)c(C(=O)COC(=O)c2cc(S(=O)(=O)N3CCCCC3)ccc2Cl)c(=O)n(C)c1=O
→ i	i	-2
Cn1cccc1Cc1nnc(SCC(=O)N2CCOCC2)n1CCc1ccccc1
→ i	i	1.1
O=C(CNS(=O)(=O)c1ccc(Br)cc1)NCc1ccncc1
→ i	i	-1.1
O=C(C[C@H]1C(=O)N(C2CCCCC2)C[C@@H]1Cc1ccccc1)Nc1ccccc1
→ i	i	0.56
Cc1cccc2cc(COC(=O)C3CCCCC3)c(=O)[nH]c12
→ i	i	0.91
CCOC(=O)c1ccc(NC(=S)NC(=O)C2CCCC2)cc1
→ i	i	1
O=[N+]([O-])c1cccc(C2(O)COc3ccccc3O2)c1 (stereo not given)
→ i	i	0.63
COc1cc(NC(=O)C2CCCCC2)c(OC)cc1NC(=O)c1ccco1
→ i	i	-0.01
Cc1cccc(Cn2c(CN3CCN(Cc4ccccc4)CC3)nc3c2c(=O)[nH]c(=O)n3C)c1
→ i	i	-0.02
Cc1ccc(-n2ncc(-c3nn[nH]n3)c2N)cc1
→ i	i	-0.11
CCOC(=O)c1c(NC(=O)CSc2cccc[n+]2[O-])sc(C(=O)Nc2ccccc2)c1C
→ i	i	0.63
CCN(CC)CCCNC(=S)N(Cc1cccs1)Cc1cc2cc3c(cc2[nH]c1=O)OCCO3
→ i	i	-1.1
COC(=O)c1ccc(NC(=O)c2cc[n+]([O-])cc2)cc1
→ i	i	0.08
CCCCNC(=O)NC1(C(F)(F)F)Oc2ccccc2O1
→ i	i	2.6
CCOC(=O)c1ccc(-n2ccnc2)c(NC(=O)c2cccc(Br)c2)c1
→ i	i	0.15
Cc1ccc(C(O)P(=O)(OC2CCCCC2)OC2CCCCC2)cc1 (stereo not given)
→ i	i	-0.69
c1ccc(-c2nnc(OCCN3CCOCC3)c3ccccc23)cc1
→ i	i	0.19
CCOc1ccc(/C=N\NC(=O)CC(=O)NCCc2ccccc2)cc1
→ i	i	0.98
CCOc1ccccc1OCCNC1CCCC1
→ i	i	-0.68
COC(=O)c1ccc(C(=O)OC)c(NC(=O)COC(=O)C23CC4CC(CC(O)(C4)C2)C3)c1
→ i	i	-0.12
O=C(CN1C(=O)/C(=C/c2cccc(Br)c2)SC1=S)Nc1cccnc1
→ i	i	1
CC(NC(=O)c1ccc(N)cc1)c1ccccc1 (stereo not given)
→ i	i	-0.01
CC(C)(C)c1ccc(C(=O)Nc2ccc(C=C(C#N)C#N)cc2)cc1
→ i	i	0.64
CCc1ccc(NC(=O)CNC(=O)[C@@H]2Cc3ccccc3CN2C(=O)OC(C)(C)C)cc1
→ i	i	0.8
O=C(Nn1cnnc1)c1cc2c(s1)CCCCC2
→ i	i	-0.75
Cc1nnc(SCc2cc([N+](=O)[O-])cc3c2OCOC3)n(N)c1=O
→ i	i	-0.71
Oc1ccc(-c2nnc(Nc3cccc(O)c3)c3ccccc23)cc1
→ i	i	-2.1
Cc1ccc2nc(SCC(=O)N3CC(C)OC(C)C3)nc(=O)n2c1 (stereo not given)
→ i	i	0.01
COc1ccc(OCC(=O)Nc2ccc(N3CCOCC3)cc2)c([N+](=O)[O-])c1
→ i	i	2.5
O=C(COC(=O)CNC(=O)C1CCCCC1)Nc1ccc2c(c1)OCCO2
→ i	i	-0.51
O=C(NNC(=O)C1CCCO1)c1ccc(Br)cc1 (stereo not given)
→ i	i	0.34
S=C1NCCNC(=S)NCCOCCOCCOCCN1
→ i	i	0.04
CCN(CC)S(=O)(=O)c1ccc(-c2nnc(SCC(=O)Nc3ccc(OC)c(OC)c3)o2)cc1
→ i	i	-0.3
Cc1c(C(=O)N(Cc2ccc(N(C)C)cc2)C2CCS(=O)(=O)C2)oc2ccccc12 (stereo not given)
→ i	i	0.72
CC1(C)N=C(N)N=C(N)N1c1ccc(F)cc1F
→ i	i	-0.08
CCn1cc(CNC(=O)c2cc(-c3cc(OC)ccc3OC)nc3ccccc23)c(C)n1
→ i	i	0.65
COc1ccc(N2CCN(C(=O)CCc3c[nH]c4ccccc34)CC2)cc1
→ i	i	-0.63
CCN(CC)CCN(C(=O)c1ccc(N2C(=O)CCC2=O)cc1)c1nc2cc3c(cc2s1)OCCO3
→ i	i	1.4
Cc1cc(C(C)(C)C)cc(S(=O)(=O)NCCO)c1C
→ i	i	-1.4
CCN(CC)S(=O)(=O)c1ccc(/C(O)=C(\C#N)c2nc3ccccc3n2C)cc1
→ i	i	0.65
CCCCN1CC[C@H]2C=CC[C@@H](C(=O)NCCc3ccccc3)[C@H]2C1=O
→ i	i	0.23
Cc1sc2nc(C3CC3)nc(N3CCN(C(=O)c4ccc(F)cc4)CC3)c2c1C
→ i	i	1.1
CN(C(=O)c1ccccc1C(=O)OCC(=O)NCc1ccccc1)C1CCCCC1
→ i	i	0.42
C=CCC1C=C(Cc2ccccc2)CC(CC=C)N1 (stereo not given)
→ i	i	-4.1
Cc1ccc(NC(=O)CCn2cccc2)cc1C
→ i	i	0.63
Cc1cccc(N(C)C(=O)c2cc(S(=O)(=O)N3CCCC3)cn2C)c1
→ i	i	0.24
O=C(Nc1cccn(Cc2ccc(F)cc2)c1=O)NC1CCCCC1
→ i	i	1.8
Cc1ccc(C)c(-c2nnc(NC(=O)CCS(=O)(=O)c3ccccc3)o2)c1
→ i	i	-0.01
CC(=O)NC(CC(=O)OCC(=O)NCCc1ccccc1)c1ccccc1 (stereo not given)
→ i	i	-2.1
CC(C)/C=N\NC(=O)CCCCC(=O)N/N=C/C(C)C
→ i	i	0.61
COc1cccc(/C=N/c2nc3ccccc3[nH]2)c1O
→ i	i	0.83
CSc1nsc(SCC(=O)Nc2ccc(Br)cn2)n1
→ i	i	-0.29

High-throughput results (PubChem)
